Source: PubChem
Platelet DG rel: modulates dense granule release in human platelets | human platelet-rich plasma, SFLLRN dense granule ATP release, luminescence | inhibition, %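 (compounds screened at 7.5 µM in platelet-rich plasma)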 | actives 0.22% (n = 300,000) | AID 1663;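 active means mean replicate score, as percent of positive control, at or above 50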
HSP90 refold inh: HSP90 refolding inhibition in rabbit reticulocyte lysate | luciferase refolding luminescence, 3 h | inhibition, % at 5.6 µM | actives 0.91% (n = 290,000);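 active means inhibition above the screen-wide mean plus 3 SD, computed separately per campaign, cut at about 16% in these data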;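 further: 0% = DMSO wells and 100% = 60 µM geldanamycin wells; inhibitors lower the luminescence because luciferase stays unfolded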
HDAC3 inh: human HDAC3 inhibition | actives 0.15% (n = 320,000) | recombinant HDAC3, fluorogenic peptide/trypsin coupled, fluorescence | AID 2718 | inhibition, % at 8.3 µM; in the data active means inhibition above about 26%, passing the limit was not always enough
Target sequence (O15379 whole entry, looked up): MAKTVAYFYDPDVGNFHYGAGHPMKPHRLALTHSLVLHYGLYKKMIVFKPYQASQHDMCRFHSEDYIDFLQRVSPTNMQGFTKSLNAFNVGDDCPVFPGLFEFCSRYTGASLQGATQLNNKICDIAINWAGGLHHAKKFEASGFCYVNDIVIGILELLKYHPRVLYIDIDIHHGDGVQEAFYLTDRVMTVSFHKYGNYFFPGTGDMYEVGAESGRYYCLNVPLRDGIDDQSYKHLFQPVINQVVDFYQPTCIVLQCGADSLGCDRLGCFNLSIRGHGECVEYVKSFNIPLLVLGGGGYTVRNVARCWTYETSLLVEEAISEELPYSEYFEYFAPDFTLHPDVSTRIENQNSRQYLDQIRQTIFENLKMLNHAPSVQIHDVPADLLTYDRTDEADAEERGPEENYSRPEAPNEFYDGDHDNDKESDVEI
HIF activator: HIF pathway transcriptional activation. U2OS HRE-luciferase reporter, luminescence; normalized: DMSO 0%, desferrioxamine 100%. activation, % at 7.5 µM (by protocol). actives 0.32% (n = 300,000). AID 1910;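 active means mean activation of at least 10% of the iron chelator positive control signal, with at least half of replicates also reaching 10%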
AI-2 QS mod: Vibrio harveyi AI-2 quorum sensing modulation. actives 0.4% (n = 300,000). Vibrio harveyi JMH597 AI-2 luminescence/OD600 ratio, 9 h; hits give low values; strain lacks LuxN and CqsS sensors; 0 = neutral-control median. activity change, % at 7.5 µM; in the data active means activity change below about -75%, passing the limit was not always enough;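 further: luminescence divided by OD600 gain over 9 h not by final OD600 alone; inactives centre near 13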
HSF1 inh: HSF1 inhibition; actives 0.77% (n = 300,000); NIH3T3-HGL HSE-luciferase, MG132-induced, luminescence 8 h; hits give low values; activity change, negative = inhibition, % at 7.5 µM (by protocol);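 active means more than half of replicate wells show activity change below -50%, luminescence cut by over half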;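 further: luciferase reports HSF-1 transcriptional activity via heat shock element; 0% = median of DMSO wells and -100% = zero luminescence signal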
IEC-6 cytotox: kills IEC-6 intestinal cells in KLF5 counter-screen; actives 0.78% (n = 290,000); AID 1825; IEC-6 cytotoxicity, luminescence viability; inhibition, % at 5 µM; in the data active means inhibition above about 22%;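 further: 0% = plate median of test compound wells and 100% = cytotoxic reference compound wells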
KLF5 inh: inhibitors of KLF5 expression | DLD-1 KLF5 promoter-luciferase reporter, luminescence | inhibition, % at 5 µM | actives 0.23% (n = 290,000);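 active means inhibition above a per-plate limit of that plate's mean compound inhibition plus 3 SD, cut at about 60% in these data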;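 further: 0% = DMSO wells and 100% = LY294002 at 200 µM; higher means less KLF5 promoter-driven luciferase light; inactives centre near -14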
aSyn UTR inh: 5' untranslated region of α-synuclein, MLPCN primary screen | alpha-synuclein 5'UTR reporter, inhibitor activity | actives 0.82% (n = 300,000) | inhibition, % (tested at 7.5 µM); in the data active means inhibition above about 60%;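 further: H4 neuroglioblastoma cells stably carrying SNCA 5'UTR luciferase fusion; 0% = DMSO wells and 100% = positive control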
HSF1 activator: increases HSF-1 driven luciferase reporter signal. actives 1.7% (n = 300,000). NIH3T3-HGL HSF-1 luciferase reporter, MG132, 8 h; 100% = twice DMSO control signal. AID 504408. activation, % at 9 µM;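 active means mean replicate activation of at least 50% with a set share of replicates each reaching 50%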;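 further: 0% = median of the neutral control wells and 100% = twice that signal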
The depositor's hits bear a star.

For CCN(CC)c1ccc(NC(=O)CSc2nc3ccccc3c(=O)n2-c2cc(S(=O)(=O)N(C)C)ccc2C)cc1 the results were Platelet DG rel -10, HSP90 refold inh 16*, HDAC3 inh -1, HIF activator -1.8, AI-2 QS mod 14, HSF1 inh -7, IEC-6 cytotox -11, KLF5 inh 17, aSyn UTR inh 32 and HSF1 activator -15.
CS(=O)(=O)Nc1ccc(C(=O)NCc2ccccn2)cc1 was read as Platelet DG rel 29, HSP90 refold inh 0, HDAC3 inh -1, HIF activator -0.1, AI-2 QS mod 3, HSF1 inh -14, IEC-6 cytotox 4, KLF5 inh -8, aSyn UTR inh 27 and HSF1 activator 6.
For c1cncc(N=c2scc(-c3cccc4ccccc34)n2CCCn2ccnc2)c1 the results were Platelet DG rel 3, HSP90 refold inh 1, HDAC3 inh 4, HIF activator -0.3, AI-2 QS mod 19, HSF1 inh 14, IEC-6 cytotox 6, KLF5 inh -7, aSyn UTR inh 6 and HSF1 activator 21.
For Cc1[nH]n(-c2nc(-c3cccc([N+](=O)[O-])c3)cs2)c(=O)c1C the results were Platelet DG rel 17, HSP90 refold inh -2, HDAC3 inh 2, HIF activator 2.2, AI-2 QS mod 24, HSF1 inh 1, IEC-6 cytotox -8, KLF5 inh -19, aSyn UTR inh -135 and HSF1 activator 7.
`CCCN(CCC)CCCNC(=S)Nc1ccc2nc(N3CCN(CC)CC3)cc(C)c2c1` gave Platelet DG rel 25, HSP90 refold inh 0, HDAC3 inh -1, HIF activator 0.5, AI-2 QS mod 7, HSF1 inh -8, IEC-6 cytotox 0, KLF5 inh 4, aSyn UTR inh -35 and HSF1 activator -3.
`O=c1c2c(-c3cccs3)csc2ncn1/N=C/c1ccc(OC(F)F)cc1` gave Platelet DG rel -2, HSP90 refold inh -4, HDAC3 inh -4, HIF activator 0.6, AI-2 QS mod 1, HSF1 inh -3, IEC-6 cytotox -3, KLF5 inh -22, aSyn UTR inh 0 and HSF1 activator 26.
Screening CC1(C)COC(c2coc3ccccc3c2=O)OC1 returned Platelet DG rel 11, HSP90 refold inh 0, HDAC3 inh 0, HIF activator 1.0, AI-2 QS mod 12, HSF1 inh 6, IEC-6 cytotox 2, KLF5 inh -28, aSyn UTR inh -97 and HSF1 activator -9.
For C/C(=N\NC(=O)c1nnn(-c2nonc2N)c1-c1cccs1)c1ccc(O)cc1 the results were Platelet DG rel 3, HSP90 refold inh -1, HDAC3 inh 4, HIF activator -0.1, AI-2 QS mod 1, HSF1 inh -3, IEC-6 cytotox -2, KLF5 inh -23, aSyn UTR inh -1 and HSF1 activator 1.
Screening Cc1cccc(C(=O)Nc2nnc(-c3ccco3)o2)c1 returned Platelet DG rel -8, HSP90 refold inh 0, HDAC3 inh 0, HIF activator 0.0, AI-2 QS mod 26, HSF1 inh 1, IEC-6 cytotox 4, KLF5 inh -4, aSyn UTR inh -25 and HSF1 activator 5.
COc1cccc(C(O)CC(N)=O)c1 (stereo unspecified) was read as Platelet DG rel -2, HSP90 refold inh 2, HDAC3 inh -2, HIF activator -0.1, AI-2 QS mod 39, HSF1 inh -4, IEC-6 cytotox -3, KLF5 inh -30, aSyn UTR inh -6 and HSF1 activator 2.
CC(=O)N1CCN(CC(=O)Nc2sccc2C#N)CC1 was read as Platelet DG rel 2, HSP90 refold inh 3, HDAC3 inh 5, HIF activator -0.3, AI-2 QS mod -5, HSF1 inh 2, IEC-6 cytotox 1, KLF5 inh -23, aSyn UTR inh 12 and HSF1 activator 20.
For CCN(CCO)C(=O)CC1C(=O)NCCN1Cc1c(F)cccc1Cl (stereo unspecified) the results were Platelet DG rel 3, HSP90 refold inh -1, HDAC3 inh 1, HIF activator -0.6, AI-2 QS mod 4, HSF1 inh -3, IEC-6 cytotox -7, KLF5 inh 6, aSyn UTR inh 15 and HSF1 activator 8.
`O=C(Cc1c(F)cccc1Cl)Nc1ccc(S(=O)(=O)N2CCOCC2)cc1` gave Platelet DG rel 5, HSP90 refold inh -6, HDAC3 inh 0, HIF activator -0.8, AI-2 QS mod -14, HSF1 inh 0, IEC-6 cytotox -10, KLF5 inh -19, aSyn UTR inh -7 and HSF1 activator 4.
CC(C)(C)[C@H]1C=C(C(=O)NC2CC2)O[C@@H](OCCCCO)C1 was read as Platelet DG rel -3, HSP90 refold inh 8, HDAC3 inh 10, HIF activator 0.5, AI-2 QS mod 7, HSF1 inh 0, IEC-6 cytotox 2, KLF5 inh -13, aSyn UTR inh 0 and HSF1 activator -15.
Screening COC(=O)c1ccc(S(=O)(=O)NCc2ccccn2)n1C returned Platelet DG rel 10, HSP90 refold inh -3, HDAC3 inh 5, HIF activator -1.0, AI-2 QS mod 8, HSF1 inh -5, IEC-6 cytotox -2, KLF5 inh -39, aSyn UTR inh 8 and HSF1 activator 10.

Retrieved one by one from the list above, 2 records:
For C/C(=N\NC(=O)c1nnn(-c2nonc2N)c1-c1cccs1)c1ccc(O)cc1 the results were Platelet DG rel 3, HSP90 refold inh -1, HDAC3 inh 4, HIF activator -0.1, AI-2 QS mod 1, HSF1 inh -3, IEC-6 cytotox -2, KLF5 inh -23, aSyn UTR inh -1 and HSF1 activator 1.
Screening Cc1cccc(C(=O)Nc2nnc(-c3ccco3)o2)c1 returned Platelet DG rel -8, HSP90 refold inh 0, HDAC3 inh 0, HIF activator 0.0, AI-2 QS mod 26, HSF1 inh 1, IEC-6 cytotox 4, KLF5 inh -4, aSyn UTR inh -25 and HSF1 activator 5.

New compounds follow
Screening Cc1ccc(NC(=O)CCNS(=O)(=O)c2ccc(OC(F)(F)F)cc2)c(O)c1 returned Platelet DG rel -3, HSP90 refold inh -5, HDAC3 inh 5, HIF activator -0.2, AI-2 QS mod 27, HSF1 inh 2, IEC-6 cytotox 1, KLF5 inh -24, aSyn UTR inh 8 and HSF1 activator 17.
`Cc1ccc(N/C=C(\C#N)c2ccc(OCCCF)cc2)cc1` gave Platelet DG rel -1, HSP90 refold inh 0, HDAC3 inh -1, HIF activator 0.1, AI-2 QS mod 11, HSF1 inh 11, IEC-6 cytotox 3, KLF5 inh -45, aSyn UTR inh -15 and HSF1 activator 11.
COc1ccc(S(=O)(=O)Nc2ccccc2C(=O)N2CCCCC2)cc1C was read as Platelet DG rel -3, HSP90 refold inh -3, HDAC3 inh -7, HIF activator -0.3, AI-2 QS mod 19, HSF1 inh -4, IEC-6 cytotox 5, KLF5 inh 4, aSyn UTR inh 11 and HSF1 activator 5.
For CN(C(=O)CSc1nnc(-c2ccc(F)cc2)c2ccccc12)C1CCS(=O)(=O)C1 (stereo unspecified) the results were Platelet DG rel 2, HSP90 refold inh 4, HDAC3 inh 0, HIF activator 0.6, AI-2 QS mod 41, HSF1 inh -2, IEC-6 cytotox 6, KLF5 inh 7, aSyn UTR inh 38 and HSF1 activator 24.
Screening CCCC(=O)N(Cc1cc2ccccc2[nH]c1=O)c1ccccc1OC returned Platelet DG rel 5, HSP90 refold inh -2, HDAC3 inh 13, HIF activator 0.0, AI-2 QS mod 9, HSF1 inh -5, IEC-6 cytotox 0, KLF5 inh -16, aSyn UTR inh 17 and HSF1 activator 15.
For CSCC[C@H](NC(=O)COc1cc2c(c3oc(=O)c(C)c(C)c13)CCC(C)(C)O2)C(=O)O the results were HSP90 refold inh -1, HDAC3 inh -83, HIF activator 0.2, AI-2 QS mod 21, HSF1 inh -3, IEC-6 cytotox 2, KLF5 inh -17, aSyn UTR inh 2 and HSF1 activator -11.
For Cc1c(OC(C)C(=O)NCC(O)c2ccccc2)ccc2c3c(c(=O)oc12)CCC3 (stereo unspecified) the results were Platelet DG rel 0, HSP90 refold inh -1, HDAC3 inh -4, HIF activator -0.1, AI-2 QS mod 15, HSF1 inh 4, IEC-6 cytotox 4, KLF5 inh -2, aSyn UTR inh 17 and HSF1 activator 9.
For COc1ccccc1Nc1c2c(nc3ccccc13)CCC2 the results were Platelet DG rel 6, HSP90 refold inh 0, HDAC3 inh -2, HIF activator 0.5, AI-2 QS mod 13, HSF1 inh -7, IEC-6 cytotox 48*, KLF5 inh 14, aSyn UTR inh 19 and HSF1 activator -11.
Screening COc1ccc(NC(=O)c2cc3cc(C)ccc3n2C)c(OC)c1 returned Platelet DG rel -3, HSP90 refold inh -2, HDAC3 inh -6, HIF activator -1.1, AI-2 QS mod 3, HSF1 inh -6, IEC-6 cytotox 4, KLF5 inh -26, aSyn UTR inh -53 and HSF1 activator -2.
Screening CC(C)C(C)NC(=O)COC(=O)C1CCN(S(=O)(=O)c2ccc3c(c2)OCCO3)CC1 (stereo unspecified) returned Platelet DG rel -6, HDAC3 inh -6, HIF activator -0.5, AI-2 QS mod 17, HSF1 inh -3, aSyn UTR inh -21 and HSF1 activator -4.
CCOc1ccc(-n2c(SCC(N)=O)nc3sc4c(c3c2=O)CCN(C)C4)cc1 was read as HSP90 refold inh 4, HDAC3 inh 2, AI-2 QS mod 25, IEC-6 cytotox 4 and KLF5 inh -1.
Screening Cc1ccc2oc(C(=O)NC3CCS(=O)(=O)C3)cc(=O)c2c1 (stereo unspecified) returned Platelet DG rel -2, HSP90 refold inh 1, HDAC3 inh 5, HIF activator -0.9, AI-2 QS mod 2, HSF1 inh -4, IEC-6 cytotox 12, KLF5 inh -21, aSyn UTR inh -2 and HSF1 activator -7.
For O=[N+]([O-])c1ccc(O)c(N=Cc2sc3ccccc3c2O)c1 the results were Platelet DG rel 0, HSP90 refold inh 21*, HDAC3 inh 2, HIF activator 0.0, AI-2 QS mod 21, HSF1 inh -32, IEC-6 cytotox 12, KLF5 inh -33, aSyn UTR inh -10 and HSF1 activator -45.
COc1ccc(-c2nnc(N(C)C(=O)c3cccnc3)s2)cc1 was read as Platelet DG rel 1, HSP90 refold inh -1, HDAC3 inh 4, HIF activator 2.3, AI-2 QS mod -61, HSF1 inh 3, IEC-6 cytotox 3, KLF5 inh -11, aSyn UTR inh -108 and HSF1 activator 7.
Screening CC#CC(=O)N1CCCC(C(=O)c2ccc(SC)cc2)C1 (stereo unspecified) returned Platelet DG rel -6, HSP90 refold inh -2, HDAC3 inh 1, HIF activator -0.9, AI-2 QS mod 18, HSF1 inh -6, IEC-6 cytotox -1, KLF5 inh -12, aSyn UTR inh -6 and HSF1 activator -27.
`Fc1ccc(C(c2nnnn2Cc2ccccc2)N2CCSCC2)cc1` (stereo unspecified) gave Platelet DG rel 2, HSP90 refold inh 0, HDAC3 inh -1, HIF activator -0.8, AI-2 QS mod -3, HSF1 inh 6, IEC-6 cytotox -3, KLF5 inh -11, aSyn UTR inh -11 and HSF1 activator 9.
Screening CCOC(=O)c1ccc(NC(=O)C(=O)NCc2ccncc2)cc1 returned Platelet DG rel -12, HSP90 refold inh 1, HDAC3 inh 1, HIF activator -0.8, AI-2 QS mod 14, HSF1 inh -8, IEC-6 cytotox 0, KLF5 inh 2, aSyn UTR inh 10 and HSF1 activator -8.
`CCN(CC(=O)Nc1ccc(OC)cc1)CC(=O)Nc1ccc(Br)cc1F` gave Platelet DG rel 3, HSP90 refold inh -1, HDAC3 inh 5, HIF activator -0.5, AI-2 QS mod 8, HSF1 inh -3, IEC-6 cytotox 0, KLF5 inh -27, aSyn UTR inh 10 and HSF1 activator -25.
`CCOC(=O)C(NC(=O)c1ccccc1)(Nc1cccc(C)n1)C(F)(F)F` (stereo unspecified) gave Platelet DG rel -3, HSP90 refold inh 1, HDAC3 inh 4, HIF activator 0.4, AI-2 QS mod 31, HSF1 inh 1, IEC-6 cytotox -3, KLF5 inh -11, aSyn UTR inh -19 and HSF1 activator -10.
For CCOC(=O)C1=C(C)NC2=C(C(=O)CCC2)C1c1cn(Cc2ccc(Cl)cc2Cl)nc1-c1ccccc1 (stereo unspecified) the results were Platelet DG rel -4, HSP90 refold inh 1, HDAC3 inh -11, HIF activator -0.4, AI-2 QS mod 5, HSF1 inh 15, IEC-6 cytotox 3, KLF5 inh -25, aSyn UTR inh 6 and HSF1 activator 4.
